Assay outcomes as filed in PubChem.
PV pol inh: poliovirus RdRp elongation inhibitors, primary screen, biochemical, fluorescence polarization, total intensity | Genome polyprotein (Poliovirus type 1 (strain Mahoney)), P03300 | poliovirus polymerase elongation; stronger effect = lower value | % elongation, % (compound at 16.7 µg/mL) | hit rate 0.66% among 150,000 | AID 588519, 2011; in the data active means % elongation below about 90%; further: some results filed as inactive read as strong as hits
Target sequence (P03300 1749-2209 limits assumed): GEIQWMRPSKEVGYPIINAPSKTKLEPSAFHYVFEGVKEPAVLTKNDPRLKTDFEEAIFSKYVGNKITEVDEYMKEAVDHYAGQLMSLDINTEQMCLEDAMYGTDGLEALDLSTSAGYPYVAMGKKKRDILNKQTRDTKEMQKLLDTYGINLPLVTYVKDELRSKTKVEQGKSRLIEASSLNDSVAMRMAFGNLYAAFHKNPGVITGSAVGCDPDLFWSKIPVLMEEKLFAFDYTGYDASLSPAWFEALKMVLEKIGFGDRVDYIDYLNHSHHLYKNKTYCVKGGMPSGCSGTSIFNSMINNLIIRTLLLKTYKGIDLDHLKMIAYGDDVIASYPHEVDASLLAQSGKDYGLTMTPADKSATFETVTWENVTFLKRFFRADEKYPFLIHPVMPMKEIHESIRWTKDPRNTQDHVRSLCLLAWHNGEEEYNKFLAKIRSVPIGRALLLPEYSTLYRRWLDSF
PV pol inh FP z-score: further read-out of PV pol inh, marked with its call; z-score; measured here: FP z-score; hits read low
The depositor's hits bear a star; & = joins results of further samples. A portion of the library; the hit share may differ from the screen's.

SMILES	PV pol inh	PV pol inh FP z-score
Cc1ccc(C(c2nnnn2C2CCCC2)N2CCc3ccccc32)cc1 (configuration not stated)	101.0	-0.1
C[C@@H]1CCC2[C@](C)(CO)[C@@H](O)CC[C@]2(C)[C@@]12CCC1(COC(=O)C1)O2 (some centres not stated)	102.0	0.4
CCOc1ccc(NC(=O)Cn2c(=O)n(Cc3nc(-c4ccccc4)no3)c(=O)c3cc4c(cc32)OCO4)cc1	108.0	0
COc1ccc2c(C)cc(SCC(=O)Nc3nsc(-c4ccc(C(C)(C)C)cc4)n3)nc2c1	100.0	-0.7
Clc1cccc(C(c2nnc(-c3ccccc3)o2)N2CCN(c3ccccc3)CC2)c1 (configuration not stated)	102.0	0.3
COc1ccc(CNS(=O)(=O)c2ccc3c(c2)NC(=O)C(C)C(=O)N3)cc1 (configuration not stated)	105.0	-0.3
Cc1c(C(=O)NCc2ccc(N3CCN(C)CC3)cc2)cnn1-c1ccc(Cl)cc1	103.0	0.1
CCOC(=O)c1ccc(NC(=O)c2ccc(NC(=O)C3CCCO3)cc2)cc1 (configuration not stated)	102.0	0.5
CCc1c(CSC(=N)N)csc1C	98.0	-2
COc1cc(/C=N/N=C(N)N)ccc1OC(=O)c1ccc(C)cc1	102.0	0.1

Other structures:
SMILES	PV pol inh	PV pol inh FP z-score
Cc1cccc(NC(=O)NCCn2c(=O)oc3ccc(C)cc32)c1	110.0	1.1
CC(NC(=O)CCCC1=NS(=O)(=O)c2ccccc2N1)c1ccccc1 (configuration not stated)	112.0	1
O=C(Nc1ccc(Br)cc1F)N1CCC(CN2CCCC2)CC1	115.0	0.8
O=C(NCCc1ccccc1)c1ccc(CSc2nc3cccnc3n2Cc2ccc(F)cc2)cc1	105.0	-0.7
O=C(Cc1cn2ccsc2n1)N/N=C1/CCSc2ccc(F)cc21	97.0	-1.2
COc1ccc(Cl)cc1NC(=O)c1c(NCc2ccc(C)o2)sc2c1CCC(C)C2 (configuration not stated)	97.0	-1.1
CCCCCCSc1nnc(/N=C/NO)s1	103.0	0.1
C[C@@H]1O[C@@H](O[C@H]2C[C@@H](O)[C@]3(CO)C4C(CC[C@]3(O)C2)[C@@]2(O)CC[C@H](C3=CC(=O)OC3)[C@@]2(C)C[C@H]4O)[C@H](O)[C@H](O)[C@H]1O (some centres not stated)	99.0	-0.2
CC(C)c1nn2c(=O)cc(COC(=O)c3ccc(NC(=O)c4cccs4)cc3)nc2s1	113.0	1.8
O=C(NCC1CCCO1)c1cc2c(=O)n3ccccc3nc2s1 (configuration not stated)	99.0	-1.1

New compounds follow:
SMILES	PV pol inh	PV pol inh FP z-score
CCCn1c(SCC(=O)N2CCCC2)nnc1C(C)C	101.0	-0.6
COc1ccc2cc3c(N)nn(C(=O)c4ccccc4Cl)c3nc2c1	110.0	0.7
CN(C)c1ccc(C2OCCO2)cc1	101.0	-0.2
O=C(CSc1ncn[nH]1)NC1CCCc2ccccc21 (configuration not stated)	102.0	0.2
Cc1ccc(Cl)cc1N1CCN(C(=O)c2c(C)oc3ncnc(N4CCCCC4)c23)CC1	108.0	0.1
CCC(C)(C)NCC(=O)Nc1ccccc1Br	105.0	0.5
Cc1[nH]n2c(=O)cc(-c3ccccc3Cl)nc2c1-c1ccccc1	105.0	0.1
COc1ccc(NC(=O)CN(C)C2CCCc3ccccc32)c(OC)c1 (configuration not stated)	96.0	-1.2
CCOC(=O)C1CCN(c2nc3c(S(=O)(=O)c4ccc(CC)cc4)nnn3c3ccc(Cl)cc23)CC1	108.0	1
Cc1ccc(C)c(NC(=O)CN2CCSc3ccc(S(=O)(=O)N4CCCC4)cc32)c1	111.0	1

Further structures
SMILES	PV pol inh	PV pol inh FP z-score
CCOc1cccc(C2C(C(=O)OC)=CN(CC)C=C2C(=O)OC)c1	110.0	0.9
N#CC1=C(N)Oc2cc(O)ccc2C1c1ccccc1 (configuration not stated)	97.0	-0.3
CCN(CC)S(=O)(=O)c1ccc(N(C)Cc2ccccc2OC)nc1	108.0	0.7
COc1cc(NC(=O)c2cccc3c2C(=O)N(C2CCCCC2)C3)cc(OC)c1	110.0	0.6
COc1ccc(C2CC(C3(C)CCCCC3)=NO2)cc1 (configuration not stated)	102.0	-0.4
O=C(NCCNc1ccc2ccccc2c1)c1ccc2nc3ccc(Cl)cc3c(=O)n2c1	103.0	0.4
CCOC(=O)Cn1c(=O)oc2cc(S(=O)(=O)Nc3cccc(CC)c3)ccc21	100.0	-1.2
Cc1ccc(C)c(NC(=O)CCNS(=O)(=O)c2ccc3c(c2)CCCC(=O)N3)c1	103.0	-1
COc1nnc(-c2ccc(N3CCCCC3)c(NC(C)=O)c2)c2ccccc12	103.0	0.3
CC12CCC(=O)N1C(C(=O)Nc1cccc3ccccc13)CS2 (configuration not stated)	103.0	0.2

New compounds follow.
SMILES	PV pol inh	PV pol inh FP z-score
O=C(Nc1ncn[nH]1)c1ccccc1O	100.0	-0.8
O=C1c2ccccc2-c2c(NCCc3ccccc3)c(=O)[nH]c3cccc1c23	68.0	-5.6
O=C(Cn1cc(SCc2ccccc2Cl)c2ccccc21)N1CCCCCC1	110.0	-0.6
CCOC(=O)C1CCCN(c2cc(C)nc3c(-c4ccccc4OC)c(C)nn23)C1 (configuration not stated)	105.0	-0.1
CCOC(=O)Cn1c(=O)n(CC2CCCO2)c2nc(-c3ccc(CC)cc3)nc(C(N)=O)c21 (configuration not stated)	116.0	2.2
O=C(Nc1ccccc1Cl)C1CCN(c2nc3ccccc3nc2C(F)(F)F)CC1	101.0	-1.2
CCCc1nc2ccccc2n1CC(O)COc1ccc(C(=O)OC)cc1 (configuration not stated)	105.0	0.1
COc1ccc(CCNC(=O)CSCc2nc(-c3ccc(OC)c(OC)c3)oc2C)cc1OC	102.0	-0.4
NC(=O)C1CCN(C(c2ccc(F)cc2)c2nnc(-c3ccccc3)o2)CC1 (configuration not stated)	102.0	0.5
NC(=O)c1ccc(C(F)(F)F)cc1	106.0	0.5

A different layout for 2 compounds above.
O=C(Cn1cc(SCc2ccccc2Cl)c2ccccc21)N1CCCCCC1
  PV pol inh = 110.0 | PV pol inh FP z-score = -0.6
CCOC(=O)C1CCCN(c2cc(C)nc3c(-c4ccccc4OC)c(C)nn23)C1 (configuration not stated)
  PV pol inh = 105.0 | PV pol inh FP z-score = -0.1

Some of these compounds in order of heavy-atom count, falling:
SMILES	PV pol inh	PV pol inh FP z-score
COc1ccc2cc3c(N)nn(C(=O)c4ccccc4Cl)c3nc2c1	110.0	0.7
CN(C)c1ccc(C2OCCO2)cc1	101.0	-0.2
CCc1c(CSC(=N)N)csc1C	98.0	-2

(listing goes on)
Structure	PV pol inh	PV pol inh FP z-score
O=C(O)C1CC=CCC1C(=O)NNc1ncnc2ccccc12 (configuration not stated)	104.0	0.4
CN(C)c1ccc(CNC(=O)Cn2c(-c3cccs3)cc3cc(Cl)ccc32)cc1	113.0	0.5
CCOC(=O)c1c(C)[nH]c(C(=O)CSc2nccc(C)n2)c1C	106.0	0.4
CCOc1ccc2nc(N3CCCC(C(=O)NCCc4ccc(OCC)c(OCC)c4)C3)sc2c1 (configuration not stated)	112.0	1.7
CCCCOc1ccc(/C=N/n2cnnc2)cc1	103.0	0.3
Cc1cc(OCC(=O)Nc2cc(-c3nc4ccccc4[nH]3)ccc2C)ccc1Cl	102.0	-0.8
CCC(CC)c1nnc(NC(=O)C2=NNC(=O)CC2)s1	102.0	-0.2
O=C(NCc1ccccc1)N1CCN(C(c2ccc(F)cc2)c2ccc(F)cc2)CC1	103.0	0.3
COC(=O)CC1C(=O)NCCN1C(=O)CSc1nc2ccccc2c(=O)n1-c1ccc(C)cc1 (configuration not stated)	100.0	-0.4
Clc1nc(-c2ccccc2)nc2ccccc12	101.0	-0.3
Cc1cc(C)cc(N2C(=O)N(CC(=O)NC(C)C)C3CS(=O)(=O)CC32)c1 (configuration not stated)	100.0	-0.2
COc1cc(/C=N/NC(=O)c2ccccc2-n2cccc2)ccc1O	101.0	0
CCOC(=O)CC1C(=O)NCCN1Cc1cccc2ccccc12 (configuration not stated)	100.0	-0.3
Cc1cc(C)n2nc(C(=O)NC(C)C3CC4CCC3C4)nc2n1 (configuration not stated)	96.0	-0.8
CCOC(=O)c1nccnc1N(C(=O)c1ccc(C)cc1)C(=O)c1ccc(C)cc1	110.0	1
COc1ccc(Cc2nnc(N)o2)cc1OC	100.0	-0.4
O=C1c2ccccc2-c2onc3c(Br)cc(NC4CCCCC4)c1c23	96.0	-1.1
Cc1cccc(NC(=O)c2nc(S(C)(=O)=O)ncc2Cl)c1	103.0	0.1
CCN(CC)C(=O)C1=CC(c2ccc(F)cc2)=NS(=O)(=O)N1C	102.0	-0.9
Cc1ccc(-c2nnc(SCC(=O)N3CC(C)CC(C)C3)o2)cc1 (configuration not stated)	100.0	-0.3
CCN(Cc1ccccc1)C(=O)c1cn(-c2cccc(OC)c2)c(=O)c2ccccc12	108.0	0.5
CCOC(=O)c1c(C)[nH]c(C)c1S(=O)(=O)N(CC)c1ccc(OC)cc1	102.0	-0.1
CCOc1ccc(Nc2c(S(=O)(=O)c3ccc(Cl)cc3)cnc3ccc(OC)cc23)cc1	102.0	-1.2
CCn1c(C(=O)O)c(CNCc2cccc(Cl)c2)c2ccc(C)cc21	106.0	0.8
CC(C)(C)C(=O)Cn1c(=O)n(CC2CCC(C(=O)NCc3ccccc3)CC2)c(=O)c2ccccc21 (configuration not stated)	100.0	-1.7

Carrying on.
Structure	PV pol inh	PV pol inh FP z-score
CC(C)(C)C(=O)COC(=O)Cn1nnc(N2CCCC2)n1	102.0	0
Cc1nnc(NCCc2ccccc2)c2c1nnn2Cc1ccc(F)cc1	101.0	-0.2
CC(C)C1=CC2=C(CC(C)(C)CC2=O)OC1N(C)C (configuration not stated)	103.0	0
COc1ccc(NC(=O)c2ccco2)c(NC(=O)Cc2cccs2)c1	101.0	-0.4
O=C(NC(Nc1cccc(C(F)(F)F)c1)C(=O)c1ccccc1)c1cccs1 (configuration not stated)	103.0	0.3
Cc1cc(C)c(NS(=O)(=O)c2cc(-c3onc(C)c3C)ccc2C)c(C)c1	105.0	-0.3
CC(C)CC(N(C)C)C1(c2ccc(Cl)cc2)CCC1 (configuration not stated)	98.0	-0.2
Cc1c(CC(=O)Nc2ccc(Cl)cc2)sc2ccc(Cl)cc12	103.0	-0.1
FC(F)Sc1nnc2sc3ccccc3n12	102.0	-0.1
CCc1cccc(-n2c(=O)c3cccnc3n2CC(=O)Nc2ccccc2C(=O)OC)c1	108.0	0.1
Cc1ccccc1C(=O)Nc1sc2c(c1C(=O)N1CCCCC1)CCC(C)C2 (configuration not stated)	105.0	0
O=C(COC(=O)c1ccccn1)NCc1ccccc1	102.0	0.2
Cc1nnc(N2CCN(c3ccccc3F)CC2)c2c1nnn2Cc1ccccc1	108.0	0.4
COc1ccc(CCNC(=O)CSc2cn(CCNC(=O)c3ccccc3F)c3ccccc23)cc1OC	104.0	-0.1
O=C1CC(c2ccccc2)CC(O)=C1C=Nc1ccccc1 (configuration not stated)	100.0	-0.3
CCC(=O)N1c2ccccc2CC1C(=O)NCc1cc(OC)ccc1OC (configuration not stated)	106.0	-0.1
NC(=O)c1ccccc1NC(=O)c1cccc(COc2ccc3c(c2)CCC3)c1	99.0	-0.4
CCOC(=O)C1=C(CSc2nnc(-c3ccccc3OC)n2C2CCCCC2)NC(=O)NC1C (configuration not stated)	102.0	-0.3
CCOc1ccccc1-n1c(N)c(C#N)c(N)c(C#N)c1=S	106.0	0.9
O=C(CCCN1C(=O)/C(=C\c2ccco2)SC1=S)Nc1cccnc1	102.0	0.1
C/C(Cc1nc2ccccc2[nH]1)=N/Nc1ccccc1	98.0	-1.1
CC(C)N(C(=O)CSc1nc2ccc(Cl)cc2[nH]1)c1ccccc1	103.0	-0.7
CCN(Cc1cc(=O)oc2ccc(OC)cc12)c1ccccc1	101.0	-0.3
COC(=O)c1ccc(Cl)cc1NC(=O)N(C)CCc1c(C)nn(C)c1C	104.0	-0.3
NS(=O)(=O)c1ccc2nc(NC(=O)Cn3[nH]c(=O)c4ccccc4c3=O)sc2c1	103.0	-0.1

One compound at a time (already shown):
Results for `Cc1c(CC(=O)Nc2ccc(Cl)cc2)sc2ccc(Cl)cc12` → PV pol inh = 103.0; PV pol inh FP z-score = -0.1
Results for `CCOC(=O)C1=C(CSc2nnc(-c3ccccc3OC)n2C2CCCCC2)NC(=O)NC1C` (configuration not stated) → PV pol inh = 102.0; PV pol inh FP z-score = -0.3

New compounds follow
Structure	PV pol inh	PV pol inh FP z-score
COc1ccc(Nc2nc3c(S(=O)(=O)c4ccccc4)nnn3c3ccc(Cl)cc23)c(OC)c1	103.0	-0.5
C1=C(CCNC2=NCCCCC2)CCCC1	104.0	0.1
CCO/C([O-])=N/c1c[n+](N2CCOCC2)no1	102.0&98.0	0.3&-0.4
COC(=O)c1ccccc1NC(=O)N1CCc2c(sc3c2CCCC3)C1c1ccc(F)cc1 (configuration not stated)	108.0	0.4
O=C(CCSc1nnc2ccccn12)Nc1cccc(-c2nc3ccccc3s2)c1	102.0	0.3
CCOc1ccc(-c2cc(C(=O)Oc3ccc(C#N)cc3)no2)cc1	108.0	0.1
Fc1ccc(Nc2nc(SCc3ccccc3Cl)nc3ccccc23)cc1	101.0	-1.1
N#Cc1nncn1CN1CCC(Cc2ccccc2)CC1	103.0	0
CCCOc1cccc(C(=O)Nc2cccc3cccnc23)c1	102.0	-0.5
CCCNC(=O)C1CCN(C(=O)N2CC(C)Oc3ccccc32)CC1 (configuration not stated)	111.0	0.7
COc1ccc(C)cc1NC(=O)CN(C)S(=O)(=O)c1ccc2c(c1)c(=O)n(C)c(=O)n2C	99.0	-0.4
Cc1nn(C)c(C)c1NC(=O)CCCC(=O)c1ccccc1	104.0	1.3

Compounds listed so far containing a tert-butyl group (three):
Structure	PV pol inh	PV pol inh FP z-score
COc1ccc2c(C)cc(SCC(=O)Nc3nsc(-c4ccc(C(C)(C)C)cc4)n3)nc2c1	100.0	-0.7
CC(C)(C)C(=O)Cn1c(=O)n(CC2CCC(C(=O)NCc3ccccc3)CC2)c(=O)c2ccccc21 (configuration not stated)	100.0	-1.7
CC(C)(C)C(=O)COC(=O)Cn1nnc(N2CCCC2)n1	102.0	0
